Screens: PubChem BioAssay, The Scripps Research Institute Molecular Screening Center
CHO-K1 Ca PAM: counter-screen for M1 PAMs: effect in parental CHO-K1 cells | activation, % at 3 µM | 360,000 compounds, 0.02% hits | AID 602247 | ATP EC20, Fluo-8 calcium fluorescence; 0% at ATP EC20, 100% at ATP max;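 active means activation above the run cutoff, the mean activation of all test compounds plus 3 SD, cut at about 40% in these data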;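 further: peak over basal fluorescence ratio in a 140 s read after ATP addition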
CHO-K1 Ca antag: nonselective inhibitor or artifact in parental CHO-K1 cells; ATP-induced calcium, Fluo-8 fluorescence; inhibition, % at 3 µM; 360,000 compounds, 0.6% hits; AID 602250;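 active means inhibition above a per-plate cutoff, the plate's mean sample inhibition plus 3 SD, cut at about 24% in these data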;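 further: 0% = DMSO plus EC80 ATP and 100% = DMSO alone without ATP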
CHRM1 antagonist: blocks human M1 muscarinic receptor | P11229 | CHO-K1 hM1, Fluo-8 calcium fluorescence, ACh EC80 antagonist | inhibition, % at 3 µM | 360,000 compounds, 1.3% hits | AID 588852;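 active means percent inhibition above its own plate's cutoff, namely the mean of that plate's compound wells plus 3 SD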;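 further: peak over basal fluorescence ratio during 140 s after agonist addition; 0% = ACh EC80 plus DMSO and 100% = DMSO alone without agonist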
Target sequence (P11229 whole entry, looked up): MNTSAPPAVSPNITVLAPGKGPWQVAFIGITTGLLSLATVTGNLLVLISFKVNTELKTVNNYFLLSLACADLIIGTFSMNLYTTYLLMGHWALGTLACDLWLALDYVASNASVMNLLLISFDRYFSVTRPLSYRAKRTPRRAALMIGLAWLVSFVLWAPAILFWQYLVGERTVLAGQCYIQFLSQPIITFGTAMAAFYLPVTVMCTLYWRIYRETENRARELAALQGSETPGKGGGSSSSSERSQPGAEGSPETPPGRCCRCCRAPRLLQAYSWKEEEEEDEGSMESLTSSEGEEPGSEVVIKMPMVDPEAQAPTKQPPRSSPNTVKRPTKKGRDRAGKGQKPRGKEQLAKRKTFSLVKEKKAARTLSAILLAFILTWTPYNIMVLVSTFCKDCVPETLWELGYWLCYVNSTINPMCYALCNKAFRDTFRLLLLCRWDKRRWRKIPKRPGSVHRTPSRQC
OXTR potentiate: human OXTR potentiation | CHO-OTR cells, Fluo-8 calcium fluorescence, potentiator mode; 0% = oxytocin EC15, 100% = EC100 | activation, % at 3 µM | 320,000 compounds, 0.061% hits | AID 2445;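 active means activation above that plate's cutoff, the mean activation of tested compounds plus 3 SD, cut at about 6.6% in these data, passing the limit was not always enough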;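 further: 100% uses oxytocin at 75 nM as the full agonist control; some results filed as inactive read as strong as hits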
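assay system = CHO-OTR cells, human receptor | schedule = compound 6 min at room temperature before oxytocin, 100 s read | detection = Fluo-8 intracellular calcium fluorescence, ex 470-495, em 515-575 nm | evaluation = normalized max/min fluorescence ratio, % activation | control set = EC15 oxytocin alone as 0%, 75 nM oxytocin (EC100) as 100%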
CHRM1 agonist: human M1 muscarinic receptor agonism | AID 588814 | activation, % at 3 µM | 360,000 compounds, 0.33% hits | CHO-K1 hM1, Fluo-8 calcium fluorescence, agonist mode; 0% DMSO, 100% acetylcholine EC100 | P11229;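 active means activation above the run's mean compound activation plus 3 SD, cut at about 16% in these data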;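 further: peak over basal fluorescence ratio within a 140 s kinetic read after compound addition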
TAAR1 agonist: human TAAR1 agonism. activation, % at 3 µM. CHO RD-HGA16 TAAR1, Fluo-8 calcium fluorescence; vehicle wells 0%, saturating PEA agonist 100%. Q96RJ0. 360,000 compounds, 0.99% hits. AID 624467;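 active means activation above the mean activation of all test compounds in the run plus 3 SD, cut at about 38% in these data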
Target sequence (Q96RJ0 whole entry, looked up): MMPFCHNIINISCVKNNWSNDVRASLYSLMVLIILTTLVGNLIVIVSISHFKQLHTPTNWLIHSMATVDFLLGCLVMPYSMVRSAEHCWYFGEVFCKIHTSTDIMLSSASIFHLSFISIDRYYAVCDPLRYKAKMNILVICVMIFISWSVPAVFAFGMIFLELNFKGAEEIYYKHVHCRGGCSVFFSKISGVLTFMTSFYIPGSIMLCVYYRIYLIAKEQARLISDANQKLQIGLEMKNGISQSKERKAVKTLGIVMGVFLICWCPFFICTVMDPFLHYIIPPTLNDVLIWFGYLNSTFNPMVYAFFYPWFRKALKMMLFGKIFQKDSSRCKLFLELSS
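test system = CHO RD-HGA16 cells carrying human TAAR1 plus Gα16 | schedule = 17-24 h seeding, 75 min 37 °C dye, 30 min RT | compound dosing = 3 µM single concentration | control set = DMSO and PEA EC100 | replicates = n 1 | signal = Fluo-8 fluorescence, 5 s baseline then 140 s kinetic read | measure = percent activation vs PEA EC100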
TAAR1 antag: antagonists of human TAAR1. inhibition, % at 3 µM. AID 624466. Q96RJ0. 360,000 compounds, 1.5% hits. CHO RD-HGA16 TAAR1, Fluo-8 calcium fluorescence, antagonist;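 active means inhibition above a per-plate cutoff, the mean inhibition of test compounds on that plate plus 3 SD, cut at about 49% in these data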;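 further: 0% = DMSO plus EC80 beta-PEA response and 100% = DMSO alone without agonist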
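Material: RD-HGA16 CHO cells with stable hTAAR1 and Gα16; Dosing: single nominal final test compound concentration of 3 µM; Schedule: seeding 17-24 h prior, 75-min 37 °C, 30-min RT dye loading; Detection: kinetic Fluo-8 calcium fluorescence measurement; Measure: % inhibition from peak post-agonist over basal fluorescence ratio; Benchmarks: vehicle and agonist controls.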
CHO parental Ca: counter-screen for OX1R antagonists: effect in parental CHO cells. AID 463079. parental CHO-K1, ATP-induced calcium, Fluo-8 fluorescence. inhibition, % at 5.6 µM. 330,000 compounds, 0.63% hits;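 active means inhibition above that plate's mean sample inhibition plus 3 SD, cut at about 26% in these data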;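 further: 0% = ATP-challenged DMSO wells and 100% = DMSO wells without ATP; some compounds past the cut are filed as inactive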
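test system = CHO parental line | reagent = ATP stimulus | measured by = intracellular calcium via Fluo-8 no-wash fluorescent dye | control set = ATP and no-ATP DMSO wells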
M1 ag parental: M1 agonist counterscreen hit in parental CHO-K1 cells; Fluo-8 calcium fluorescence; scaled to maximal ATP response, vehicle zero; activation, % at 3 µM; 360,000 compounds, 0.48% hits; AID 602248; in the data active means activation above about 15%;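 further: untransfected CHO-K1 host cells lacking M1 receptor as counterscreen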
Starred values were filed as active, the others as inactive; . = not tested or not shown; & = joins results of further samples.

# | smiles | CHO-K1 Ca PAM | CHO-K1 Ca antag | CHRM1 antagonist | OXTR potentiate | CHRM1 agonist | TAAR1 agonist | TAAR1 antag | CHO parental Ca | M1 ag parental
1 | O=C(CN1C(=O)NC2(CCCCC2)C1=O)NCCc1c[nH]c2ccccc12 | 18 | -15 | -13 | 0 | -4 | 6 | -11 | -3 | 1.5
2 | CCOC(=O)c1c(NC(=O)C(C)N2CCN(S(=O)(=O)c3cccs3)CC2)sc2c1CCC(C)C2 (stereo not given) | 22 | -3 | -6 | -12 | -5 | 0 | 2 | -9 | 0.1
3 | COc1cccc(C(=O)Nc2ccc(N(C)C)cc2)c1OC | 23 | -3 | -18 | -9 | -6 | 2 | -6 | -26 | 1.4
4 | COc1ccc(C(=O)NCC(=O)OCCCOC(=O)CNC(=O)c2ccc(OC)c(OC)c2)cc1OC | -21 | -7 | -8 | -4 | -4 | 1 | -1 | -1 | 0.7
5 | C[C@@H]1CCC[C@]2(O[C@H](CCO)C[C@H](O)[C@H]2O)O1 | -2 | 6 | 5 | -2 | -1 | 13 | 7 | 6 | -0.7
6 | CCCCNc1nc2c(-c3ccccc3)nnn2c2ccccc12 | 10 | -9 | -8 | -1 | -2 | 5 | -44 | 0 | 0.0
7 | COCCn1c(-c2ccccc2Cl)nc2c(c(=O)c3ccccc3n2C)c1=O | 8 | 0 | -14 | -1 | -13 | 8 | -10 | -3 | -0.3
8 | Oc1ccc(NCc2cccc(OCc3ccccc3)c2)cc1 | 8 | -7 | 4 | -15 | -8 | 3 | 8 | 19 | 0.2

Following part:
# | smiles | CHO-K1 Ca PAM | CHO-K1 Ca antag | CHRM1 antagonist | OXTR potentiate | CHRM1 agonist | TAAR1 agonist | TAAR1 antag | CHO parental Ca | M1 ag parental
9 | COc1cccc(C(=O)NC2CCN(CC(=O)NCc3ccccc3OC)CC2)c1 | 0 | 1 | 10 | -5 | -3 | 9 | -14 | -13 | 0.4
10 | CCCCNC(=O)CNC(=S)N(Cc1ccccc1)Cc1cccs1 | -4 | 3 | 2 | -17 | -4 | 3 | 2 | -23 | 0.4
11 | C=CCN1C=C2C(=O)C(C)(OC(=O)c3cccs3)C(=O)C=C2C=C1CCCC(=O)OC (stereo not given) | 12 | -12 | -7 | -14 | -3 | 1 | 8 | 3 | 1.8
12 | c1csc(-c2noc(CN3CCOCC3)n2)c1 | 15 | 1 | -7 | -10 | -4 | 0 | -11 | 5 | 0.2
13 | O=C1CN2NC(=S)N(c3ccccc3)C2=CN1c1ccc(Cl)cc1 | 9 | -9 | 1 | -6 | -7 | 8 | 10 | -17 | 0.2
14 | O=C(CC(c1ccccc1)c1ccccc1O)NCCc1ccccc1 (stereo not given) | 9 | -12 | -19 | 0 | -5 | 19 | 1 | -9 | 2.7
15 | Cc1ccc(N(C)S(=O)(=O)c2cccc(C(=O)NNC(=O)c3ccncc3)c2)cc1 | -17 | 1 | -6 | -2 | 2 | 4 | 8 | -5 | 3.6
16 | Cc1cc(C)nc(SCc2nnc(SCC(=O)Nc3nc(-c4ccccc4)cs3)n2C)n1 | -1 | 2 | -22 | -8 | 0 | 25 | 4 | -36 | 0.3

As entered above:
CHO-K1 Ca PAM, Oc1ccc(NCc2cccc(OCc3ccccc3)c2)cc1 → 8
CHRM1 agonist, Cc1ccc(N(C)S(=O)(=O)c2cccc(C(=O)NNC(=O)c3ccncc3)c2)cc1 → 2
M1 ag parental, CCCCNc1nc2c(-c3ccccc3)nnn2c2ccccc12 → 0.0
CHRM1 antagonist, O=C(CC(c1ccccc1)c1ccccc1O)NCCc1ccccc1 (stereo not given) → -19
M1 ag parental, c1csc(-c2noc(CN3CCOCC3)n2)c1 → 0.2

Other compounds follow.
# | smiles | CHO-K1 Ca PAM | CHO-K1 Ca antag | CHRM1 antagonist | OXTR potentiate | CHRM1 agonist | TAAR1 agonist | TAAR1 antag | CHO parental Ca | M1 ag parental
17 | CCOC(=O)/C(C#N)=C/c1ccc(N2CCN(C)CC2)cc1 | 10 | -10 | -9 | 10 | -10 | 8 | -4 | -5 | 0.3
18 | OC(COCC1COc2ccccc2O1)CN1CCN(c2ccccn2)CC1 (stereo not given) | 13&12 | -10&-9 | -2&-38 | -2 | -6&-7 | 2 | -18 | -29 | 1.0&1.9
19 | CCOC(=O)c1ccccc1-c1csc(NS(=O)(=O)c2ccc(Cl)cc2)n1 | 6 | -9 | -1 | -13 | -4 | -2 | 7 | -21 | 2.0
20 | Cc1ccc(S(=O)(=O)N2CCCCC2)cc1NS(=O)(=O)c1ccccc1F | 12 | -6 | -15 | -4 | -2 | 1 | -3 | -17 | 1.4
21 | CC(C)Cc1[nH]c(=O)c(C#N)c2c1COC(C)(C)C2 | -6 | -4 | -14 | -12 | -2 | 6 | -10 | -1 | 0.3
22 | Cc1ccc(NC(=S)N(CCCN2CCOCC2)Cc2ccccn2)cc1 | 2 | 1 | 11 | -8 | -7 | 0 | -4 | -22 | -0.2
23 | Cc1cccc(NC(=O)CSc2nnc(CNC(=O)c3cccs3)o2)c1C | -1 | 1 | -5 | 7 | -7 | 7 | 0 | 0 | 0.1
24 | CCN(C[C@H]1N[C@@](CC)(C(=O)OC)[C@H]2C(=O)N(C)C(=O)[C@@H]12)C(=O)c1ccccc1 | 10 | -18 | -21 | -4 | -2 | 1 | -5 | -8 | 0.6

Only OXTR potentiate and CHO-K1 Ca PAM (2 entries from above):
# | canonical_smiles | OXTR potentiate | CHO-K1 Ca PAM
5 | C[C@@H]1CCC[C@]2(O[C@H](CCO)C[C@H](O)[C@H]2O)O1 | -2 | -2
6 | CCCCNc1nc2c(-c3ccccc3)nnn2c2ccccc12 | -1 | 10

Remaining list, next part:
# | smiles | CHO-K1 Ca PAM | CHO-K1 Ca antag | CHRM1 antagonist | OXTR potentiate | CHRM1 agonist | TAAR1 agonist | TAAR1 antag | CHO parental Ca | M1 ag parental
25 | CCN(c1cccc(C)c1)S(=O)(=O)c1nnc(NC(=O)c2ccco2)s1 | 8 | -23 | -7 | -11 | -2 | 1 | -11 | -13 | 1.7
26 | N/C(=N\OC(=O)Nc1ccc(Cl)cc1)c1ncc(C(F)(F)F)cc1Cl | 6 | 10 | 11 | -11 | 1 | 6 | 5 | 3 | 4.1
27 | C[C@]12c3[nH]c4ccc(Cl)cc4c3CCN1C(=O)[C@@H](CC(=O)NCCCn1ccnc1)C[C@@H]2C(=O)N1CCOCC1 | 9 | -7 | -6 | . | -10 | 1 | -26 | -2 | 0.3
28 | COc1ccc(-c2[nH]ncc2CN2CCCC(C(=O)c3ccc(OC)cc3OC)C2)cc1 (stereo not given) | 6 | -5 | 4 | 0 | -12 | 3 | 4 | -17 | 0.3
29 | Cc1ccc(N(C(=O)c2csnn2)C(C(=O)NC2CCCC2)c2ccccn2)cc1 (stereo not given) | 10 | -8 | -9 | -2 | -1 | -1 | 4 | -18 | 0.4
30 | COc1ccc(C)cc1S(=O)(=O)Nc1cccc(-c2cn3cccnc3n2)c1 | 4 | 5 | -10 | -5 | 0 | 3 | -1 | -3 | -0.5
31 | Cc1ccc(C(CNS(=O)(=O)c2ccc(F)cc2)N2CCN(C)CC2)cc1 (stereo not given) | 8 | 2 | -11 | 3 | -6 | 1 | 5 | -15 | 4.2
32 | NC(=O)N/N=C/c1coc2ccc3ccccc3c2c1=O | 16 | -11 | -2 | 0 | -3 | 5 | 18 | 0 | 1.9

(next part)
# | smiles | CHO-K1 Ca PAM | CHO-K1 Ca antag | CHRM1 antagonist | OXTR potentiate | CHRM1 agonist | TAAR1 agonist | TAAR1 antag | CHO parental Ca | M1 ag parental
33 | CC(C)N(Cc1ccccc1)C(=O)Cn1c(=O)cnc2ccccc21 | 20 | -14 | -15 | -5 | -1 | -2 | 17 | -31 | 2.2
34 | O=C(NCc1ccco1)c1ccccc1-c1ccccc1 | -2 | 10 | -8 | 1 | -7 | 13 | 7 | -19 | -0.3
35 | CC(Sc1nnc(Cc2ccccc2)o1)C(=O)Nc1ccccc1[N+](=O)[O-] (stereo not given) | 14 | -12 | -17 | -4 | -2 | 3 | -22 | -19 | 0.3
36 | Cc1cnc(C(=O)N(c2ccc(N3CCOCC3)cc2)C2C(=O)Nc3ccccc3N=C2c2ccc(F)cc2)cn1 (stereo not given) | 8 | 7 | -5 | . | -8 | 1 | -22 | . | 0.4
37 | Cc1cc(=O)oc(C)c1C(=O)NCCCN1C(C)CCCC1C (stereo not given) | 10 | -8 | 4 | 0 | -7 | 0 | 2 | 4 | 0.1
38 | COc1cc(NC(=O)CN2C(=O)CN(C)C2=O)c(C)cc1[N+](=O)[O-] | 9 | -19 | -2 | -4 | -6 | 0 | -11 | 6 | 0.6
39 | C#CCOCCOCCOCCNc1nc(N2CCOCC2)nc(N2CCN(C(=O)[C@H]([C@@H](C)CC)n3cc([C@@H](N)Cc4ccc(O)cc4)nn3)CC2)n1 | 3 | -7 | -3 | -7 | -3 | . | . | -8 | 0.3
40 | Cc1ccc(CN2CCC2(C)C(=O)NC2CCc3ccccc32)cc1 (stereo not given) | 14 | -6 | -8 | . | -6 | -1 | -6 | . | 0.6

Next part.
# | smiles | CHO-K1 Ca PAM | CHO-K1 Ca antag | CHRM1 antagonist | OXTR potentiate | CHRM1 agonist | TAAR1 agonist | TAAR1 antag | CHO parental Ca | M1 ag parental
41 | Cc1ccc(OCc2ccc(C(=O)NNC(=S)NCC3CCCO3)o2)c([N+](=O)[O-])c1 (stereo not given) | -22 | -3 | -8 | -4 | 2 | -1 | 9 | -9 | 0.9
42 | COc1cc(C)nc(NS(=O)(=O)c2ccccc2Cl)n1 | 3 | -5 | -4 | 8 | -4 | 0 | -7 | 16 | 0.5
43 | O=C(COC(=O)c1cccc(N2C(=O)c3ccccc3C2=O)c1)Nc1ccccc1 | 14 | -5 | -4 | 0 | -4 | 4 | 23 | -21 | 3.4
44 | CCOC(=O)c1sc(-c2ccc(OC)cc2)cc1NC(C)=O | 2 | -2 | -8 | . | -6 | 0 | 8 | . | -0.3
45 | CC(C)Cn1c(N)c(C=O)c(=O)n(C)c1=O | 7 | -12 | -3 | -10 | -5 | 1 | 12 | -3 | 1.5
46 | COc1cccc(CN(C)CC(=O)NC(=O)NCc2ccccc2)c1 | 14 | -3 | -10 | -6 | -5 | -1 | -5 | -6 | 0.2

Compounds as they come (roughly 4.2% active in at least one column).
